# Bioassay records: PubChem BioAssay, National Center for Advancing Translational Sciences (NCATS)
# ELG1 repair inh = qHTS screen for small molecules that inhibit ELG1-dependent DNA repair in human embryonic kidney (HEK293T) cells expressing luciferase-tagged ELG1; Potency, µM (highest dose often 46.1 µM), without a hit: top-dose activity change, negative = inhibition, actives largely listed as inhibitors; HEK293T ELG1-luciferase reporter, luminescence, 16 h; DNA damage induced by 5-fluorouridine; 330,000 compounds, 2.3% hits; also: potency is read from the fitted curve at half-maximal effect; % is scaled to controls: 0 for no effect and ±100 for the full control effect; nearly all actives have a fitted effect of over 55% in size
#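 HEK293T cells expressing luciferase-tagged ELG1 (2,000/well) received 5-Fluorouridine plus compound or DMSO for 16 hr at 37 °C. Luciferase was read by ONE-Glo luminescence after 30 min at room temperature.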
# Menin MLL FP TR = qHTS Assay for Inhibitors Targeting the Menin-MLL Interaction in MLL Related Leukemias: Competition With Texas Red Labeled MLL-derived Mutant Peptide; Potency, µM (series often up to 61.6 µM), inactives show at the highest dose FP activity change, negative = inhibition, hits mostly inhibitors; 270,000 compounds, 0.23% hits; Menin + Texas Red MLL mutant peptide, fluorescence polarization; active = well fitted inhibition curve with a large enough effect in the polarisation, with a control signal flat, not every such curve was filed as active; inconclusive = small, poorly fitted or top-dose-only effect, or effect the other way, or a change in a side signal; inactive = no such curve, though single readings can be large or run the other way; the % refers to the polarisation; also: potency is read from the fitted curve at half-maximal effect; % of control where 0% means no effect; many of its hits are not listed in these tables
# KCNH2 3.1 block = qHTS for Inhibitors of KCHN2 3.1: Mutant qHTS. Potassium voltage-gated channel subfamily H member 2, brain isoform KCNH2 3.1 (human). U2OS KCNH2 3.1, thallium flux FluxOr; hits give low values. activity change, % (tested at about 1.8 µM). 340,000 compounds, 0.95% hits;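 active = maximum activity change below -70%; inconclusive = maximum activity change from -70% to -50%; inactive = maximum activity change above -50%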;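 also: thallium influx rate constant from kinetic fluorescence after stimulation buffer; % is scaled to controls: 0 for no effect and ±100 for the full control effect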
#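 Measured as rate of thallium-driven FluxOr signal in transduced U2OS cells carrying the 3.1 channel, read kinetically for 2 min upon stimulation; values are rate constants scaled to DMSO control wells.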
# MBNL1 CUG block = qHTS Assay for Inhibitors of MBNL1-poly(CUG) RNA binding; 280,000 compounds, 0.036% hits; TR-FRET MBNL1-His/biotin-(CUG)12 binding, 665/545 ratio; AID 2675, 2010; Potency, µM (doses to about 57.5 µM), inactives show top-dose activity change, negative = inhibition, actives largely listed as inhibitors; active = well fitted inhibition curve with a large enough effect in the signal ratio, with a control signal flat, not every such curve was filed as active; inconclusive = small, poorly fitted or top-dose-only effect, or effect the other way, or a change in a side signal; inactive = no such curve, though single readings can be large or run the other way; the % refers to the signal ratio; also: potency is read from the fitted curve at half-maximal effect; % is scaled to controls: 0 for no effect and ±100 for the full control effect
#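 His-tagged MBNL1 binding to biotinylated (CUG)12 RNA was measured by TR-FRET using terbium anti-His antibody (0.055 ng/ul final) and streptavidin-XL665 (5 nM final). Compounds were titrated 92 nM to 58 uM; 60 min at room temperature.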
# PKM2 act = qHTS Assay for Activators of Human Muscle isoform 2 Pyruvate Kinase. Pyruvate kinase PKM (Homo sapiens), P14618. purified PKM2, Kinase-Glo ATP luminescence, activation; response scale: 0% is enzyme alone, no compound. Potency, µM (series often up to 57.5 µM), without a hit: top-dose activation, most hits filed as activators. 260,000 compounds, 0.34% hits; also: potency is read from the fitted curve at half-maximal effect; % is scaled to controls: 0 for no effect and ±100 for the full control effect; nearly all actives have a fitted effect of over 55% in size
#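 hPK-M2, >95% pure; 0.1 mM ADP / 0.5 mM PEP final; imidazole pH7.2 buffer w/ 7 mM MgCl2, 50 mM KCl; 1 h RT; Kinase-Glo lum. Intermediate enzyme activity for dual inhibitor/activator qHTS.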
# NPC1 promoter act = qHTS Assay for NPC1 Promoter Activators. Huh7 NPC1 promoter luciferase reporter, 24 h. Potency, µM (highest dose often 9.22 µM), inactives show at the highest dose activation, hits mostly activators. 320,000 compounds, 2.4% hits. AID 485313, 2010;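 also: potency is read from the fitted curve at half-maximal effect; % of control where 0% means no effect; nearly all actives have a fitted effect of over 60% in size; reporter is driven by a mutant NPC1 promoter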
#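 Stably transfected Huh7 (NPC1 promoter→luciferase), 1500 cells/well in Opti-MEM + 10% FBS, 2 h settle, then compound 24 h at 37 °C. Luminescence after 10 min with Amplite reagent.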
# Rab9 promoter act = qHTS Assay for Rab9 Promoter Activators | Huh7 Rab9 promoter-luciferase reporter, luminescence, 24 h | Potency, µM (top dose mostly 9.22 µM), for the others: top-dose activation, negative = inhibition, most hits filed as activators | 320,000 compounds, 2.8% hits | AID 485297, 2010; also: potency is read from the fitted curve at half-maximal effect; % of control where 0% means no effect; nearly all actives have a fitted effect of over 60% in size
#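 Promoter activation is measured as luciferase luminescence in Huh7 cells stably transfected with a Rab9 promoter–luciferase construct, following 24 h compound exposure at 37 °C and 10 min reagent incubation at ambient temperature.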
# FLuc counter = qHTS profiling assay for firefly luciferase inhibitor/activator using purifed enzyme and Km concentrations of substrates (counterscreen for miR-21 project); AID 588342, 2011; 360,000 compounds, 6.9% hits; purified FLuc, Km substrates, luminescence inhibition; Potency, µM (highest dose often 57.5 µM), for inactives: at the top dose activity change, negative = inhibition, usual class: inhibitors;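 also: potency is read from the fitted curve at half-maximal effect; plate controls were vehicle for no effect and reference inhibitor for full effect; nearly all actives have a fitted effect of over 55% in size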
# Target sequence (P08659 whole entry, looked up): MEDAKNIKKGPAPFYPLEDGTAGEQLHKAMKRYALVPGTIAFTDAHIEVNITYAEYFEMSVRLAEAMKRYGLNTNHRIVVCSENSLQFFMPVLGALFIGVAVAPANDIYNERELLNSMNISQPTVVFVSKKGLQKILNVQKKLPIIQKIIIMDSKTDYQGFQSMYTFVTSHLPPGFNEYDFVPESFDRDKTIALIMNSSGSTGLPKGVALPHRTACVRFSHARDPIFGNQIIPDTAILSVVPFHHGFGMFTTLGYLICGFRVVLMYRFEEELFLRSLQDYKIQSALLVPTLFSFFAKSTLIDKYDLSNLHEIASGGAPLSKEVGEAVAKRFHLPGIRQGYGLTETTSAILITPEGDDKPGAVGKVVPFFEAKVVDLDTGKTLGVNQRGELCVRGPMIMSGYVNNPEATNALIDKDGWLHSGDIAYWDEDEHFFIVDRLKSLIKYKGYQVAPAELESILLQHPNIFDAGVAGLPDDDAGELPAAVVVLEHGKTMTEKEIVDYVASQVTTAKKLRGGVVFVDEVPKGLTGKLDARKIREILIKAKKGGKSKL
#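 Biochemical qHTS of compounds, final roughly 60 µM downward over six points, against 10 nM purified firefly luciferase using Km concentrations of substrates (10 uM D-luciferin, 10 uM ATP) in Tris acetate pH 7.5 buffer; luminescence output.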
# Mito fusion yeast = qHTS Assay for Small Molecule Inhibitors of Mitochondrial Division or Activators of Mitochondrial Fusion | S. cerevisiae fusion-defective mutant growth rescue, CellTiterGlo 48 h | Potency, µM (series often up to 46.1 µM), for the others: top-dose growth rescue (activation), most hits filed as activators | 320,000 compounds, 0.23% hits | AID 485298, 2010;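 also: potency is read from the fitted curve at half-maximal effect; % of control where 0% means no effect; nearly all actives have a fitted effect of over 45% in size; temperature-sensitive fusion mutants such as fzo1-1 at 37 °C on non-fermentable ethanol glycerol medium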
#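 Yeast fusion mutant, YPEG (non-fermentable carbon), compound, 48 h at 37C non-permissive; CellTiterGlo added, 10 min RT, luminescence read. Rescued growth = division inhibition.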
# Gal4-VP16 FLuc = VP16 counterscreen qHTS for inhibitors of ROR gamma transcriptional activity. Drosophila S2 Gal4-VP16 UAS-luciferase, luminescence, 20 h. Potency, µM (doses to about 53.6 µM), without a hit: at the highest dose activity, negative = inhibition, usual class: inhibitors. 310,000 compounds, 3.5% hits;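 also: Gal4-VP16 expression switched on by copper sulfate through the metallothionein promoter; potency is read from the fitted curve at half-maximal effect; % is scaled to controls: 0 for no effect and ±100 for the full control effect; nearly all actives have a fitted effect of over 50% in size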
# RORg inh = qHTS for inhibitors of ROR gamma transcriptional activity; 310,000 compounds, 5.4% hits; Nuclear receptor ROR-gamma (Mus musculus), P51450; Potency, µM (titrated, usually from 53.6 µM), without a hit: top-dose activity change, negative = inhibition, actives largely listed as inhibitors; Drosophila S2 Gal4-RORgamma UAS-luciferase reporter, 20 h; also: potency is read from the fitted curve at half-maximal effect; % is scaled to controls: 0 for no effect and ±100 for the full control effect; nearly all actives have a fitted effect of over 60% in size
# Target sequence (P51450 whole entry, looked up, the tested form may be a part): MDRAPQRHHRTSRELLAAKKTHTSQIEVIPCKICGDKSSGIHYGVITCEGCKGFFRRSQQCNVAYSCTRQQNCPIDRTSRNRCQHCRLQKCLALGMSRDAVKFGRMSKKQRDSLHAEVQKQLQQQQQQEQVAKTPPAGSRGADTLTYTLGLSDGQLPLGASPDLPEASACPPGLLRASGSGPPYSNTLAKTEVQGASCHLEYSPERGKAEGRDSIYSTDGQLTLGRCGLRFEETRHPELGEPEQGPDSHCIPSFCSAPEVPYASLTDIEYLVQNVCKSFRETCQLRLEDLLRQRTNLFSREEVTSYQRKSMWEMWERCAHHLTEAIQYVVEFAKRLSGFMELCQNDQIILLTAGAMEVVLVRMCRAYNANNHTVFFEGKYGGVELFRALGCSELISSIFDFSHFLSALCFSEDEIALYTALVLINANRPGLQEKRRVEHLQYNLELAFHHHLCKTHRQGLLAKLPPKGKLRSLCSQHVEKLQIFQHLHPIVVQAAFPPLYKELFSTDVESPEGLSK
#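 A Gal4/UAS one-hybrid system in insect cells: metallothionein-promoter Gal4–ROR gamma fusion plus Photinus luciferase reporter. Copper sulfate 700 uM final, 20 hr ambient incubation, luminescent detection after 10 min with reagent.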
# Numbers without * were called inactive; ? = inconclusive; · = not tested or not shown; & = joins results of further samples; ! = a repeat was not active; [ ] = another dose, or the depositor's remark. Unless noted, calls follow the shape of the dose curve; as a rule, active = well fitted curve in the direction sought with a large enough effect; inconclusive = small, poorly fitted or top-dose-only effect, or another doubt; inactive = no such curve, though single readings can be large; an effect the other way counts as inactive or inconclusive. Only part of the results is shown (hit frequency here may not be typical).
SMILES,ELG1 repair inh,Menin MLL FP TR,KCNH2 3.1 block,MBNL1 CUG block,PKM2 act,NPC1 promoter act,Rab9 promoter act,FLuc counter,Mito fusion yeast,Gal4-VP16 FLuc,RORg inh
NS(=O)(=O)c1ccc(NC(=O)COC(=O)c2cn(-c3ccccc3)nc2-c2ccccc2)cc1,-5.3%,·,19.7,14.8%,-1.4%,2.2%,1.1%,-19.9%,2.9%,-9.7%,-21.5%
CCN(c1cccc(C)c1)S(=O)(=O)c1ccc(-c2cc(C)no2)s1,13.7%,·,-9.9,24.0%,·,-31.9%[inhibitor],-19.5%,-1.5%,-4.0%,-0.3%,12.2%
CCCCNC(=O)Cn1nc(C)c(S(=O)(=O)N2CCOCC2)c1C,15.6%,·,28.6,·,·,-10.9%,-1.9%,6.3%,0.1%,·,·
CCCn1nnc(NC(=S)NC(=O)/C=C/c2ccco2)n1,18.2%,·,-1.9,15.7%,0.3%,1.5%,-1.8%,2.9%,-4.1%,-2.0%,-33.2%
Cc1ccc(-c2cc(C(=O)Nc3cc(C)on3)no2)cc1,?,-5.7%,23.2,-2.4%,8.5%,-4.6%,-4.9%,-1.1%,-0.2%,-1.7%,-3.6%
Cc1ccc(C)c(Cn2nnc3c(=O)[nH]c(C4CCN(S(=O)(=O)c5ccc(S(=O)(=O)N(C)C)cc5)CC4)nc32)c1,-17.1%,41.6%[activator],6.5,-2.5%,4.6%,-2.6%,2.8%,-2.0%,-5.8%,-15.7%,?
COCCCNC(=O)c1cn(-c2cccc(OC)c2)c(=O)c2ccccc12,-24.8%,73.8%[activator],25.6,-6.2%,·,-3.4%,-6.7%,-0.1%,-10.2%,-2.5%,10.9%
CC(NC(=O)c1ccccc1F)c1nnc(SCC(=O)NC2CCCCC2)n1C (stereo unspecified),-10.3%,-8.1%,6.5,-3.9%,-2.3%,-2.1%,-2.9%,0.2%,1.6%,1.6%,-17.8%
COc1ccc(/C=C/C(=O)N2CCN(c3ccccc3)CC2)cc1S(=O)(=O)N1CCOCC1,?,-0.8%,5.0,17.6%,0.9%,-16.0%,-20.1%,-1.7%,-1.9%,-10.9%,16.4%
CCc1ccc(S(=O)(=O)Nc2ccncc2)cc1,-4.6%,-5.0%,8.1,-12.8%,5.3%,-2.4%,-0.7%,-9.6%,6.1%,5.6%,-35.2%
CCOC(=O)N1CCN(C(=O)C2CCC(=O)N(Cc3cccc(C(F)(F)F)c3)C2)CC1 (stereo unspecified),0.0%,·,3.5,-2.5%,-8.0%,-4.4%,9.9%,0.4%,1.1%,-5.0%,-13.1%
Cc1ccc(S(=O)(=O)N2CC(=O)Nc3ccccc32)cc1,4.6%,·,6.4,-3.3%,-11.0%,-0.7%,-9.1%,-2.1%,-1.9%,8.9%,11.2%
Cc1onc(-c2c(Cl)cccc2Cl)c1C(=O)N1CCSCC1,0.0%,·,-15.1,-3.5%,6.8%,-2.2%,-7.2%,2.5%,2.3%,-25.4%,35.1%
COc1ccccc1NC(=S)N(Cc1ccccc1)Cc1cccnc1,-2.1%,-4.4%,1.0,-8.2%,1.0%,-7.4%,-0.8%,-3.1%,0.1%,21.7%,-20.6%
CC(=O)NN1C(=O)c2ccc(Oc3ccc4c(c3)C(=O)N(NC(C)=O)C4=O)cc2C1=O,6.4%,-20.5%,·,?,0.1%,-1.8%,-1.9%,1.3%,-5.1%,-22.1%,-7.4%
COc1cc(Cl)c(C)cc1NC(=O)Cc1cccs1,5.7%,?,-1.8,1.1%,2.7%[11.5 µM],2.5%,14.5%,-2.1%,-1.4%,-8.9%,30.5%
COc1ccccc1CNC(=O)Cn1cc(Br)ccc1=O,20.9%,0.4%,-4.3,0.4%,-3.6%,8.1%,17.9%,-3.8%,-4.3%,6.3%,4.1%
Cc1ccc(C(=O)C[n+]2ccccc2)cc1,-0.3%,10.9%,-17.8,-2.3%,·,0.2%,-4.3%,-1.3%,-12.7%,3.3%,20.8%
CC1CN(C(=O)N[C@@H](Cc2ccccc2)C(=O)O)CC(C)O1 (stereo partly specified),0.9%,4.5%,5.8,-7.9%,-3.1%,12.3%,3.3%,1.1%,5.0%,-4.5%,-3.0%
Cc1cc2ccccc2n2c(SCC(=O)Nc3ccc(S(=O)(=O)N4CCCCC4)cc3)nnc12,?,12.5%,-10.2,18.2%,0.4%,-1.6%,-3.0%,4.5%,12.3%,?,?
COC(=O)Cc1ccc(OCC(=O)Nc2ccc(OC(F)(F)F)cc2)cc1,-28.9%,?,0.4,·,2.5%,-3.9%,-2.8%,1.2%,4.7%,-4.8%,26.2%
c1ccc2c(c1)Cc1cc3ccccc3nc1-2,?,95.4%&8.5%[activator],2.6,?,-44.3%,1.26µM*,0.398µM*,0.953µM*,-23.2%,?,11.2µM*!
CSc1nc2nc(-c3cccc(C(F)(F)F)c3)ccn2n1,1.9%,2.1%,2.6,7.7%,5.1%,-9.9%,-5.1%,-0.9%,20.2%,-0.4%,-15.2%
CCOC(=O)C1(Cc2cccc(F)c2)CCN(Cc2c(C)nn(CC)c2C)CC1,0.8%,·,3.8,?,-1.0%,-0.2%,-10.1%,-0.3%,-22.3%,-23.6%,?
Cc1ccc(Cl)c(NC(=O)CCl)c1Cl,-22.0%,19.3%,0.6,0.4%,4.1%,-9.2%,0.7%,2.5%,0.4%,?,?
CC(=O)c1cccc(NC(=O)c2ccncc2)c1,-5.0%,2.1%,-27.6,0.7%,-2.0%,5.9%,-7.9%,-0.5%,2.0%,-2.1%,-15.1%
CCCCCCCCCCCCCCCC(=O)NCCO,0.1%,-2.6%,4.7,·,·,-2.3%[46.1 µM],-17.4%[46.1 µM],1.7%,4.11µM*!,-4.7%&4.4%&-10.1%&-5.9%,19.1%&0.9%&-5.3%&-25.5%
Cc1cc(/C=N/NC(N)=S)c(C)n1-c1ccc(Br)cc1,?,9.4%,11.3,14.6%,-5.2%,0.7%,-3.1%,-7.6%,-11.7%,-2.4%[10 µM],0.562µM*
Brc1ccc(C2=CC(c3ccco3)n3nnnc3N2)cc1 (stereo unspecified),15.1%,·,7.3,3.3%,1.0%,2.4%,15.3%,3.2%,-0.9%,0.2%,-14.2%
CC(C)CN(C(=O)COC(=O)CCC(=O)c1ccc(F)cc1)c1c(N)n(Cc2ccccc2)c(=O)[nH]c1=O,12.9%,·,3.5,·,·,-2.8%,0.3%,-3.4%,4.1%,·,·
COc1cc(C(=O)Nc2ccc3c(c2)C(=O)c2ccccc2C3=O)cc(OC)c1OC,-1.6%,?,-7.9,·,0.0%,-4.1%,-2.1%,1.3%,-3.3%,5.5%,26.1%
CCOC(=O)c1cc(C)[nH]c(=S)c1C#N,1.1%,-9.8%,10.9,20.9%,-0.2%,0.6%,5.0%,-0.3%,-0.5%,-15.3%,?
COc1ccccc1C(=O)Nc1ccnn1C1CCN(Cc2cnn(C)c2C)CC1,8.1%,-0.8%,·,-12.2%,0.4%,-1.3%,-3.6%,1.7%,0.2%,-4.9%,26.6%
Cc1ccc(C2=C/C(=C/c3cccs3)C(=O)O2)cc1,25.3%,-5.3%,-1.2,·,12.5%,2.2%,-0.3%,0.379µM*,0.5%,0.9%,-20.4%
Cn1cnnc1SCC(=O)Nc1cc(S(=O)(=O)N2CCCCCC2)ccc1Cl,-3.8%,-5.3%,5.2,·,-4.4%,-5.4%,2.1%,-3.3%,-4.1%,-10.0%,27.6%
